PrPC TRFRET – inhibitors of human cell surface prion protein PrPC, primary screen, cell-based, TR-FRET | 370,000 tested, 0.43% active | AID 720596, 2013 | inhibition, % at 13.8 µM | TR-FRET read-out | Major prion protein (Homo sapiens), P04156; in the data active = inhibition above about 24%; also: 0% = median of the test wells and 100% = reference compound wells
MazF activator – activators of E. coli MazEF toxin-antitoxin RNase, primary screen, biochemical, fluorescence, uHTS. Endoribonuclease toxin MazF (Escherichia coli (strain K12)), P0AE70. FAM/BHQ RNA-DNA oligo cleavage fluorescence, 5 h. activation, % at 20 µM. 350,000 tested, 0.32% active; in the data active = activation above about 50%
Target sequence (P0AE70 whole entry, looked up): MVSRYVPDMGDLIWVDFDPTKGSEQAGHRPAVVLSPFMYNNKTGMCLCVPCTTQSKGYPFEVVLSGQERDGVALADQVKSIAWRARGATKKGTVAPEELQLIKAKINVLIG
CCHFV vOTU inh – CCHFV vOTU protease inhibitors, primary screen, biochemical, Pep-AMC substrate, fluorescence; Crimean-Congo hemorrhagic fever virus L polyprotein viral ovarian tumor (vOTU) protease …; inhibition, % at 11.5 µM; 370,000 tested, 0.55% active; in the data active = inhibition above about 30%; also: 0% = vehicle wells with enzyme and 100% = no enzyme wells
SSB-PriA inh – inhibitors of Klebsiella pneumoniae PriA binding to SSB C-terminal tail, primary screen, biochemical, AlphaScreen | AlphaScreen SSBct-PriA binding, biotinylated peptide | inhibition, % at 33 µM | PriA–SSB C-terminal tail interaction (Klebsiella pneumoniae) | 430,000 tested, 0.6% active | AID 1272365, 2023; in the data active = inhibition mostly above about 37%, no sharp cut-off; inactive = mostly below about 20%;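 also: plate controls were negative control peptide for no effect and reference peptide for full effect; strong numbers were not always called active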
TcdB inh – TcdB glycohydrolase inhibitors, primary screen, biochemical, single point, plate reader. Toxin B (Clostridioides difficile), P18177. TcdB glycohydrolase enzymatic assay. inhibition, % at 9.99 µM. 350,000 tested, 0.24% active. AID 652162, 2013; in the data active = inhibition above about 10%
Rv3671c inh – Rv3671c serine protease inhibitors, primary screen, biochemical, fluorescence polarization, M. tuberculosis H37Rv; inhibition, % at 5.96 µM; 320,000 tested, 0.048% active; P9WHR9; in the data active = inhibition above about 38%;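 also: extracellular domain of Rv3671c used as enzyme; 0% = enzyme with DMSO and 100% = no enzyme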
Target sequence (P9WHR9 whole entry, looked up, the tested form may be a part): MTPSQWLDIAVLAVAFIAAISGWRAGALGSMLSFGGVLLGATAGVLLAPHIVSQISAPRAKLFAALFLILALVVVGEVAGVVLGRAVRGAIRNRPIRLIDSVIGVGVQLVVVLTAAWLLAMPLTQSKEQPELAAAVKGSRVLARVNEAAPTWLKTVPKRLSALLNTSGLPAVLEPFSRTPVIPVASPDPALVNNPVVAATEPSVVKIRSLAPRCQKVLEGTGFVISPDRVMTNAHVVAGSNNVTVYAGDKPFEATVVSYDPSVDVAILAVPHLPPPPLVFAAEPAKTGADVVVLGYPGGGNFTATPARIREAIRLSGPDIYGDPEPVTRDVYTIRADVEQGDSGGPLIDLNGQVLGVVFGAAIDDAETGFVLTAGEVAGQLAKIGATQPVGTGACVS
Yp Topo-I inh – Yersinia pestis topoisomerase I inhibitors, primary screen, biochemical, cleavage product accumulation, plate reader, single point; Y. pestis Topo-I cleavage product accumulation; activity, % at 10 µM; 360,000 tested, 0.064% active; AID 504884, 2011; in the data active = activity above about 50%, passing the limit was not always enough; also: inactives centre near 2
DUSP3 inh – VHR1 phosphatase inhibitors, primary screen, biochemical, absorbance, uHTS; recombinant VHR phosphatase, pNPP absorbance; 290,000 tested, 0.52% active; AID 1654, 2009; inhibition, % at 13.3 µM; Dual specificity protein phosphatase 3 (Homo sapiens), P51452; in the data active = inhibition above about 50%; also: some compounds called inactive have numbers as strong as hits
Target sequence (P51452 whole entry, looked up): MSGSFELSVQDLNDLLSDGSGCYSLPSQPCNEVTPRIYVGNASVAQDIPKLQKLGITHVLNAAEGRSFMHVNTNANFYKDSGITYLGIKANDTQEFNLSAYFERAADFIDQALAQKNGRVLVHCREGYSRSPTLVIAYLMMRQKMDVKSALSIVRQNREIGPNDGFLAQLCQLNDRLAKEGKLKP
Vc quorum ag – inducers of Vibrio cholerae quorum light production without autoinducers, primary screen, BH1578 luxS cqsA deficient, single point; activation, % at 18.7 µM; 350,000 tested, 0.16% active; V. cholerae BH1578 lux reporter, luminescence, 6 h; in the data active = activation mostly above about 9.7%, no sharp cut-off; also: not every result past the cut was called active; inactives centre near 0; reference of the scale not given here
3CLpro inhibitor – SARS-CoV 3CLpro protease inhibitors, primary screen, biochemical, quenched FRET; recombinant SARS-CoV 3CLpro, quenched FRET peptide cleavage; inhibition, % at 6 µM; 290,000 tested, 0.14% active; Replicase polyprotein 1ab (Severe acute respiratory syndrome coronavirus), P0C6X7; in the data active = inhibition above about 12%
The depositor's hits bear a star; i = inactive; . = no result given; & = joins results of further samples. An excerpt; count on the stated rates, not on these rows.

The opening 2 entries as a preview:
canonical_smiles | PrPC TRFRET | MazF activator | CCHFV vOTU inh | SSB-PriA inh | TcdB inh | Rv3671c inh | Yp Topo-I inh | DUSP3 inh | Vc quorum ag | 3CLpro inhibitor
CC1=C(C(=O)OC(C)C)C(c2ccccc2)NC(=S)N1C (stereo unspecified) | -1.1 | 10.6 | -9.5 | -0.5 | 0.6 | 0.3 | 2.7 | 1.3 | -0.6 | 0.6
CC(/C=C/c1ccco1)=N\NC(=O)COc1ccc(C)c(C)c1 | 5.7 | 7.1 | -2.4 | . | 0.3 | -0.4 | 3.9 | 19.8 | i | -0.7

The list itself (from the top)
canonical_smiles | PrPC TRFRET | MazF activator | CCHFV vOTU inh | SSB-PriA inh | TcdB inh | Rv3671c inh | Yp Topo-I inh | DUSP3 inh | Vc quorum ag | 3CLpro inhibitor
CC1=C(C(=O)OC(C)C)C(c2ccccc2)NC(=S)N1C (stereo unspecified) | -1.1 | 10.6 | -9.5 | -0.5 | 0.6 | 0.3 | 2.7 | 1.3 | -0.6 | 0.6
CC(/C=C/c1ccco1)=N\NC(=O)COc1ccc(C)c(C)c1 | 5.7 | 7.1 | -2.4 | . | 0.3 | -0.4 | 3.9 | 19.8 | i | -0.7
Cc1cc(S(=O)(=O)Nc2ccc(C(=O)N3CCN(C(=O)c4ccco4)CC3)cc2)ccc1F | 2.8 | -0.9 | 3.6 | -8.1 | . | 2.3 | 4.1 | 2.1 | i | 5.1
COc1cc(-c2ccc(NC(=O)NC3CC3)c(OC)c2)ccc1NC(=O)NC1CC1 | 3.6 | . | -6.0 | . | 0.6 | 0.6 | . | -15.2 | . | 0.4
COc1ccccc1Oc1nc(-c2ccccc2)cc(C)c1S(C)(=O)=O | 10.0 | -5.1 | 12.7 | -11.5 | . | -2.8 | -12.0 | 22.4 | -2.2 | -1.5
Cc1cc2cc(CN(Cc3cccs3)C(c3nnnn3C(C)(C)C)C(C)C)c3nnnn3c2cc1C (stereo unspecified) | -6.3 | -8.2 | -0.9 | -4.1 | . | . | 7.5 | 22.2 | 5.3 | 2.1
O=S(=O)(Nc1ccc2c(c1)OCCO2)c1cccc2nsnc12 | -25.4 | -6.4 | 4.4 | 0.4 | . | 5.1 | -4.0 | 4.0 | 1.4 | -0.5
CCN(CC(=O)Nc1c(F)cccc1F)C(=O)c1ccc(C#N)cc1 | 2.7 | 10.1 | -0.3 | 30.7 | -0.3 | 3.6 | -2.3 | -27.7 | 0.2 | -9.4
O=[N+]([O-])c1cc(-c2csc(NCCc3nc4cc(Cl)c(N5CCCCC5)cc4n3CCCO)n2)ccc1Cl | -3.1 | -1.8 | 9.1 | 12.3 | -0.4 | 13.2 | 9.6 | . | -0.3 | .
CC[C@H](C)[C@H](NC(N)=O)C(=O)OCC(=O)NCc1ccc(Cl)cc1 | -4.3 | -5.6 | -11.8 | -9.2 | -0.1 | -8.2 | 4.3 | 21.7 | -0.5 | -0.5
CCOc1ccccc1NCc1cc(=O)oc2cc(C)c(O)cc12 | -5.4 | 9.3 | -5.6 | -1.1 | -0.2 | . | -3.7 | 55.4* | 0.5 | -0.5
O=C(Nc1ccc(Cl)cc1)Nc1cc(S(=O)(=O)N2CCOCC2)ccc1N1CCCC1 | -1.4 | -7.7 | 0.9 | 7.4 | 0.1 | -0.7 | 29.0 | -4.5 | -0.3 | -0.1
O=C(O)C1Cc2ccccc2CN1C(=O)CCl (stereo unspecified) | 6.0 | 5.4 | -1.3 | -6.6 | -2.6 | -5.5 | -9.7 | 13.2 | 0.2 | 3.9
C=CCn1c(P(=O)(O)c2ccccc2)nc2ccccc21 | 3.6 | 3.5 | -4.9 | -19.4 | . | 4.7 | 8.8 | -15.7 | -0.4 | 4.0
COc1ccc([C@H]2CC(=O)C=C(/C=C/Cc3ccccc3)C2)cc1 | 9.0 | -2.5 | 5.4 | -2.2 | -1.0 | -9.7 | 44.3 | . | i | .
Cc1nc(CNC(=O)C2CCC(=O)N(Cc3cccc(F)c3)C2)sc1C (stereo unspecified) | 3.2 | 0.0 | 5.0 | 3.8 | 3.4 | -2.3 | 9.0 | -6.9 | i | 4.0
NC(=O)C1CCCN(C(=O)NC2CCCCC2)C1 (stereo unspecified) | 6.3 | 6.3 | -0.5 | -7.5 | . | 0.4 | -0.7 | 9.9 | -0.4 | -3.6
CCO[C@@H]1OC(C(N)=O)=C[C@H](c2cn(C(C)=O)c3ccccc23)[C@H]1CCCO | 2.6 | 10.4 | -8.9 | -7.2 | 1.6&1.4 | 7.9 | 7.8 | 28.4 | -1.2 | -6.6
CN1c2cccc3cccc(c23)N(C)C1(C)C | -11.7 | 3.2 | -97.9 | 25.7 | . | -5.5 | -11.9 | 18.6 | 1.5 | 2.4
Cc1ccc(-c2[nH]nc3c2C(c2ccsc2)C(C#N)=C(N)O3)cc1 (stereo unspecified) | -1.8 | -8.8 | 6.3 | -2.4 | 0.7 | -3.2 | 1.8 | 19.0 | i | 0.4
Cc1ccc(Cl)cc1NC(=O)CC1NCCNC1=O (stereo unspecified) | 0.7 | -0.7 | 3.6 | 1.1 | . | 5.0 | -0.8 | 17.8 | -10.8 | 0.8
Cc1cc(OC(F)F)ccc1NC(=S)NCCc1ccccc1 | 3.9 | 0.3 | 7.3 | 1.9 | 1.5 | -3.4 | 7.3 | 18.7 | 12.5 | 7.4
Cc1ccc(-n2c(C)nnc2SCC(=O)Nc2ccccc2)cc1 | 3.2 | -2.2 | -1.4 | -2.3 | . | 12.9 | -13.4 | 8.9 | 0.7 | 0.1
O=C(Nc1cc(S(=O)(=O)N2CCOCC2)ccc1N1CCOCC1)c1ccccc1F | -7.3 | 1.2 | -7.4 | -6.3 | 0.0 | -5.4 | -5.9 | . | i | .
CC(C(=O)Nc1ccc(F)c(F)c1F)N(C)Cc1cccs1 (stereo unspecified) | -0.6 | -0.8 | -3.5 | -34.3 | 1.9 | -3.0 | 13.0 | 2.5 | i | 6.0
COc1ccc(Cl)cc1C(=O)NNC(=O)COC(=O)c1ccc(Br)o1 | 0.8 | 1.1 | 12.3 | -6.8 | 2.1 | 2.6 | -7.0 | . | -2.9 | .
COc1cccc(C(C(=O)NC2CCCC2)N(Cc2ccco2)C(=O)c2ccco2)c1OC (stereo unspecified) | -7.9 | -19.9 | -8.3 | 3.6 | . | -5.6 | -3.9 | 29.0 | -0.4 | 1.8
COc1cc(C2C3=C(COC3=O)Oc3cc4c(cc32)OCO4)cc(OC)c1O (stereo unspecified) | 9.7 | 10.5 | -5.8 | -0.7 | -5.5 | . | 2.9 | . | i | .
COc1ccccc1N1CCN(S(=O)(=O)c2cccs2)CC1 | -5.0 | 5.6 | 10.5 | -11.4 | . | -2.9 | 2.3 | 22.8 | -2.8 | 2.5
CS(=O)(=O)NCCOc1ccc(S(=O)(=O)N2CCCc3ccccc32)cc1 | 2.3 | 0.6 | -9.2 | 6.3 | . | -3.1 | -4.8 | -15.6 | 2.8 | -2.5
C[C@H]1CN([C@@H](C)CO)C(=O)Cc2cc(NS(=O)(=O)c3cn(C)cn3)ccc2O[C@@H]1CN(C)C(=O)Nc1ccc(F)cc1 | -0.8 | -2.7 | -1.0 | 6.7 | 1.0 | 6.0 | 0.4 | . | i | .
COc1ccc(C(CNC(=O)CNC(=O)c2ccc(F)cc2)N2CCCC2)cc1 (stereo unspecified) | 1.5 | -7.6 | 0.2 | -14.3 | -0.3 | 6.3 | 1.9 | . | -0.3 | .
COc1ccc(/C=N/N=C2/NC(=O)C(CC(=O)O)S2)cc1OCc1ccc(Cl)cc1 (stereo unspecified) | -3.5 | 0.3 | 30.9* | . | . | 2.6 | 11.4 | 12.7 | 0.6 | 2.9
COc1ccccc1-c1nc(SCc2ccccn2)n[nH]1 | 0.7 | 1.8 | 10.2 | -20.2 | . | -6.0 | 5.2 | -6.2 | 2.1 | .
O=C(CNS(=O)(=O)c1cccs1)NCc1ccc(F)cc1 | 9.2 | 10.5 | -11.5 | -11.3 | 1.1 | 0.6 | 11.3 | 18.5 | -0.8 | 1.3
CCN(C(=O)c1cc2c(=O)n3ccccc3nc2n1C)C1CCCCC1 | -17.1 | -29.6 | -312.6 | -0.7 | 0.6 | -2.2 | 6.0 | -3.6 | -5.6 | 4.7
COc1cc(OC)c(C2CC(=O)N3CN(c4ccccc4)CSC3=C2C#N)cc1OC (stereo unspecified) | 4.0 | 4.8 | 9.9 | -21.1 | . | -6.6 | -6.9 | 25.0 | i | -4.3
CC(C)CC(C(=O)NCc1ccccn1)N1C(=O)c2ccccc2C1=O (stereo unspecified) | 2.9 | -11.3 | -7.4 | -6.7 | . | -4.5 | -4.2 | -2.1 | -0.5 | -0.5
Cc1ccc(C)c(-c2csc(NC(=O)c3c(C)noc3C)n2)c1 | -0.1 | -0.6 | -0.6 | -5.2 | 0.8 | -4.9 | 29.5 | . | i | .
COc1ccc([C@@H]2[C@@H]3C(=O)N(C(C)(C)C)C(=O)[C@@H]3[C@]3(C)C(=O)N(c4cccc(C)c4)C(=O)N23)cc1 | 2.2 | 1.2 | -0.8 | -7.5 | 0.8 | 8.9 | -0.3 | 16.6 | -0.5 | -1.7
FC(F)(F)c1cccc(-c2cncc(N3CCN(CCN4CCCC4)CC3)n2)c1 | -14.6 | . | -7.6 | . | -0.9 | . | -3.2 | . | -0.8 | .
Cc1cc(N)n(-c2ccccc2)n1 | 6.6 | 7.0 | 0.8 | 6.0&-18.1 | . | 1.0 | 2.4 | 27.6 | i | -1.6
COC(CNC(=O)C1CCCN1C(=O)OCc1ccccc1)OC (stereo unspecified) | 6.6 | 4.3 | -0.1 | -5.5 | 0.5 | 0.8 | 4.6 | -3.1 | 0.1 | -3.7
O=C(CN1C(=O)c2ccccc2C1=O)Nc1ccccc1N1CCOCC1 | 6.8 | -5.6 | -7.0 | -6.2 | 1.8 | 0.2 | -6.4 | 14.4 | -0.5 | 0.8
CC(C)(C)C(=O)NNC(=O)c1cnccn1 | 2.9 | 3.7 | 12.4 | -1.8 | -1.1 | -7.3 | -3.9 | -11.5 | 0.1 | 2.5
Nc1nonc1-c1noc(CCCOc2ccc(Cl)cc2Cl)n1 | 11.0 | -14.3 | -1.4 | -15.5 | . | 5.2 | -2.0 | 17.2 | -1.4 | 1.3
COc1cc(NC(=O)c2ccccc2)c(OC)cc1NC(=O)Cc1ccc(Br)cc1 | 7.6 | 54.6* | -3.8 | -6.3 | 0.4 | -3.0 | 18.6 | 21.9 | 1.0 | 4.3
NP(=O)(Oc1ccccc1Cl)Oc1ccccc1Cl | -0.4 | -1.4 | 7.2 | -14.8 | 0.9 | 0.2 | 4.5 | -2.0 | i | 1.3

Some of the entries above, reformatted.
CC(C)CC(C(=O)NCc1ccccn1)N1C(=O)c2ccccc2C1=O (stereo unspecified)
  PrPC TRFRET: 2.9	MazF activator: -11.3	CCHFV vOTU inh: -7.4	SSB-PriA inh: -6.7	TcdB inh: .	Rv3671c inh: -4.5	Yp Topo-I inh: -4.2	DUSP3 inh: -2.1	Vc quorum ag: -0.5	3CLpro inhibitor: -0.5

Cc1ccc(C)c(-c2csc(NC(=O)c3c(C)noc3C)n2)c1
  PrPC TRFRET: -0.1	MazF activator: -0.6	CCHFV vOTU inh: -0.6	SSB-PriA inh: -5.2	TcdB inh: 0.8	Rv3671c inh: -4.9	Yp Topo-I inh: 29.5	DUSP3 inh: .	Vc quorum ag: i	3CLpro inhibitor: .

Source: PubChem (several laboratories)
